# ELG1 genotoxic = qHTS screen for small molecules that induce genotoxicity in human embryonic kidney (HEK293T) cells expressing luciferase-tagged ELG1; HEK293T ELG1-luciferase reporter, luminescence, 16 h; Potency, µM (series often up to 46 µM), inactives show top-dose activity change, positive = activation, actives largely listed as activators; actives 1.3% (n = 330,000); AID 504466, 2011; further: % of control where 0% means no effect; nearly all actives have a fitted effect of over 60% in size
#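 Cells (2,000/well) expressing the ELG1-luciferase fusion are dosed by pin tool and kept 16 hr at 37 °C, 5% CO2. Signal comes from ONE-Glo luciferase reagent after 30 min at room temperature.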
# FLuc modulator = qHTS profiling assay for firefly luciferase inhibitor/activator using purifed enzyme and Km concentrations of substrates (counterscreen for miR-21 project); Luciferin 4-monooxygenase (Photinus pyralis), P08659; purified FLuc, Km substrates, luminescence inhibition; Potency, µM (series often up to 57.5 µM), without a hit: top-dose activity change, negative = inhibition, most hits filed as inhibitors; actives 6.9% (n = 360,000);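 further: plate controls were vehicle for no effect and reference inhibitor for full effect; nearly all actives have a fitted effect of over 55% in size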
# Target sequence (P08659 whole entry, looked up): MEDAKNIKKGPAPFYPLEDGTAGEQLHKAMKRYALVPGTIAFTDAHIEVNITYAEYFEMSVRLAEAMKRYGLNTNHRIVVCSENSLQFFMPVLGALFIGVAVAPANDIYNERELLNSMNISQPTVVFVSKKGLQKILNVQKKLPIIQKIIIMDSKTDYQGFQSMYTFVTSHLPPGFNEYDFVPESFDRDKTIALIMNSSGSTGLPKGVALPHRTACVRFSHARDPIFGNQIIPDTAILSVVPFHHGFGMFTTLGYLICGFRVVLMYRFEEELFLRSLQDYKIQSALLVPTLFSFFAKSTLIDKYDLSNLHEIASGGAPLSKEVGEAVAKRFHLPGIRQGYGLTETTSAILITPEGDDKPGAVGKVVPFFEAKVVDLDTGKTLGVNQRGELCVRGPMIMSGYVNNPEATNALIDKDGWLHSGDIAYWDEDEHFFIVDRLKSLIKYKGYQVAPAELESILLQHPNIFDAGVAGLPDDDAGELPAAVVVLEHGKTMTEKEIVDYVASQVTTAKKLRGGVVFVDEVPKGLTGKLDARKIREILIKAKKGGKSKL
#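 Biochemical qHTS of compounds, final roughly 60 µM downward over six points, against 10 nM purified firefly luciferase using Km concentrations of substrates (10 uM D-luciferin, 10 uM ATP) in Tris acetate pH 7.5 buffer; luminescence output.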
# MBNL1 CUG block = qHTS Assay for Inhibitors of MBNL1-poly(CUG) RNA binding; Muscleblind-like protein 1 (Homo sapiens), Q9NR56; TR-FRET MBNL1-His/biotin-(CUG)12 binding, 665/545 ratio; Potency, µM (highest dose often 57.5 µM), inactives show top-dose activity change, negative = inhibition, usual class: inhibitors; actives 0.036% (n = 280,000); active means well fitted inhibition curve with a large enough effect in the signal ratio, with a control signal flat, not every such curve was filed as active; inconclusive means small, poorly fitted or top-dose-only effect, or effect the other way, or a change in a side signal; inactive means no such curve, though single readings can be large or run the other way; the % refers to the signal ratio; further: on the % scale 0 is the no-effect control and ±100 the full control effect
#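 TR-FRET between His-tagged MBNL1 and biotin-(CUG)12 RNA, detected with Tb anti-His antibody (0.055 ng/ul) and streptavidin-XL665 (5 nM), 60 min at room temperature. Compounds titrated 92 nM to 58 uM; 665/545 nm ratio normalized to buffer and complex controls.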
# BRCA1 expr up = qHTS Assay to Identify Small Molecule Activators of BRCA1 Expression. MCF7-BRCA1-FFLuc reporter, luminescence, 48 h; response scale: scaled: vehicle 0%, 10 µM genistein 100%. Potency, µM (highest dose often 46.1 µM), without a hit: at the top dose activation, hits mostly activators. actives 1.1% (n = 380,000). AID 624202, 2012; further: nearly all actives have a fitted effect of over 80% in size; some results filed as inactive show a strong effect at the top dose
#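 Cells: MCF7-BRCA1-FFLuc, 2000/well. Exposure: 48 h, 37 °C, 5% CO2. Read: luminescence, 15 min post-substrate. Controls: genistein 10 microM (maximal activation), DMSO (neutral).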
# uPA generation = qHTS for Inhibitors of Cell Surface uPA Generation | Potency, µM (series often up to 38.3 µM), inactives show at the top dose activity change, negative = inhibition, usual class: inhibitors | cell surface uPA generation assay, qHTS | actives 0.31% (n = 330,000); active means well fitted inhibition curve with a large enough effect; inconclusive means small, poorly fitted or top-dose-only effect; inactive means no such curve, though single readings can be large or run the other way; tested in mouse RAW 264.7 cells; further: on the % scale 0 is the no-effect control and ±100 the full control effect; nearly all actives have a fitted effect of over 55% in size
# VP16 counter = VP16 counterscreen qHTS for inhibitors of ROR gamma transcriptional activity; Drosophila S2 Gal4-VP16 UAS-luciferase, luminescence, 20 h; Potency, µM (doses to about 53.6 µM), for inactives: at the top dose activity, negative = inhibition, actives largely listed as inhibitors; actives 3.5% (n = 310,000); AID 2546, 2010;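 further: Gal4-VP16 expression switched on by copper sulfate through the metallothionein promoter; on the % scale 0 is the no-effect control and ±100 the full control effect; nearly all actives have a fitted effect of over 50% in size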
# Rab9 promoter act = qHTS Assay for Rab9 Promoter Activators | Huh7 Rab9 promoter-luciferase reporter, luminescence, 24 h | AID 485297, 2010 | Potency, µM (highest dose often 9.22 µM), for inactives: top-dose activation, negative = inhibition, most hits filed as activators | actives 2.8% (n = 320,000); further: % of control where 0% means no effect; nearly all actives have a fitted effect of over 60% in size
#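 Luciferase signal after 10 min detection reagent at ambient indicates Rab9 promoter upregulation; stably transfected Huh7 cells were treated 24 h with compound in DMSO at 37 °C, 5% CO2.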
# RORg inh = qHTS for inhibitors of ROR gamma transcriptional activity; Potency, µM (top dose mostly 53.6 µM), for the others: at the highest dose activity change, negative = inhibition, usual class: inhibitors; Nuclear receptor ROR-gamma (Mus musculus), P51450; Drosophila S2 Gal4-RORgamma UAS-luciferase reporter, 20 h; actives 5.4% (n = 310,000); further: on the % scale 0 is the no-effect control and ±100 the full control effect; nearly all actives have a fitted effect of over 60% in size
# Target sequence (P51450 whole entry, looked up, the tested form may be a part): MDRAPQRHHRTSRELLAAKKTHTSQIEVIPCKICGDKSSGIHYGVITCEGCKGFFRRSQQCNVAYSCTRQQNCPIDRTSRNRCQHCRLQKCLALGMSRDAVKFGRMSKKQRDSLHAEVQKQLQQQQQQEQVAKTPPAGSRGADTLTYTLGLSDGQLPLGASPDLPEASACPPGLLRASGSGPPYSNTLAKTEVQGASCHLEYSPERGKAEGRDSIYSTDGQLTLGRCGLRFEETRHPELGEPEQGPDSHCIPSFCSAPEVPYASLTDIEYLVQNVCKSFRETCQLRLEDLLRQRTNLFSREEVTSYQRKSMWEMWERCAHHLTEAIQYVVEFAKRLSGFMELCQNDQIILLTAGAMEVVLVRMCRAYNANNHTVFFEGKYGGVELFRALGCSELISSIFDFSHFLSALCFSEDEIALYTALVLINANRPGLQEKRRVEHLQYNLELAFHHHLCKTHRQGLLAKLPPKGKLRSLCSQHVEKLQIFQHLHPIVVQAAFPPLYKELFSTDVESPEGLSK
#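 Read-out: Photinus luciferase luminescence; inhibitors lower reporter signal. Insect Schneider cells with Gal4-ROR gamma fusion under metallothionein promoter, UAS reporter; 700 uM final copper sulfate induction, 20 hr, ambient temperature.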
# p53 reactivation = qHTS assay for re-activators of p53 using a Luc reporter. H1299 p53-A138V BP100-luciferase reporter, luminescence, 24 h. AID 504706, 2011. Potency, µM (doses to about 92.2 µM), without a hit: at the top dose activity change, positive = activation, most hits filed as activators. actives 0.063% (n = 320,000); further: % of control where 0% means no effect; nearly all actives have a fitted effect of over 45% in size
#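 H1299 (p53-null), stable ts p53-A138V + BP100-Luc; 1000 cells/well, Opti-MEM/10% FBS; cpd 4 pt, 1:5; 24 h, 37 deg C, 5% CO2; detection reagent 10 min RT; luminescence.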
# NPC1 promoter act = qHTS Assay for NPC1 Promoter Activators; actives 2.4% (n = 320,000); Huh7 NPC1 promoter luciferase reporter, 24 h; AID 485313, 2010; Potency, µM (titrated, usually from 9.22 µM), for the others: top-dose activation, actives largely listed as activators;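 further: % of control where 0% means no effect; nearly all actives have a fitted effect of over 60% in size; reporter is driven by a mutant NPC1 promoter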
#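 Luminescence from an NPC1 promoter-driven luciferase reporter in stably transfected Huh7 cells was measured after 24 h compound treatment at 37 °C, followed by 10 min ambient incubation with luciferase detection reagent.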
# Numbers without * were called inactive; u = inconclusive; x = not tested or not shown; & = joins results of further samples; [ ] = dose if it differs, or a comment. Unless noted, the call rests on the fitted dose curve; in most records, active means well fitted curve in the direction sought with a large enough effect; inconclusive means small, poorly fitted or top-dose-only effect, or another doubt; inactive means no such curve, though single readings can be large; an effect the other way counts as inactive or inconclusive. Potency means the concentration at half of the fitted maximal effect.
Structure	ELG1 genotoxic	FLuc modulator	MBNL1 CUG block	BRCA1 expr up	uPA generation	VP16 counter	Rab9 promoter act	RORg inh	p53 reactivation	NPC1 promoter act
COC(=O)c1c(C)[nH]c(C(=O)/C=C/c2ccc(C)cc2)c1C	u	2.1µM*	4%	-46%	-1%	4µM*	0%	0.32µM*	5%	1%
CCOC(=O)N1CCN(C(=O)CCn2nc(-c3ccc(Cl)cc3)ccc2=O)CC1	0%	1%	8%	-11%	-1%	3%	-3%	-1%	-1%	1%
CC(=O)N1CCN(C(=O)c2ccc(NS(=O)(=O)c3ccc4[nH]c(=O)[nH]c4c3)cc2)CC1	2%	0%	x	4%	1%	x	-1%	x	-1%	-2%
O=C(Oc1ccc2c(=O)c(Cl)coc2c1)c1ccncc1	-2%	-18%	-5%	-1%	-1%	-7%	25%	-34%	3%	u
C/C(=N\NS(=O)(=O)c1ccc(C(C)(C)C)cc1)c1ccccc1	-2%	-7%	-4%	-16%	-11%	-2%	-1%	3%	5%	0%
COc1cccc(OC)c1C(=O)N1CCN(c2ccccn2)CC1	x	2%	-4%	-1%	-1%	1%	x	-4%	x	x
Cc1cccc(C)c1NC(=O)COC(=O)CCC(=O)c1cccs1	-5%	-2%	-6%	-10%	x	-8%	11%	-1%	2%	-2%
COc1ccccc1NC(=S)N1CCN(c2nc(-c3ccccc3)cs2)CC1	-4%	-6%	9%	-19%	1%	u	-4%	14µM*	0%	-4%
O=C(NCC(=O)N(Cc1cccs1)C(C(=O)NC1CCCCC1)c1ccncc1)c1ccco1 (stereo unspecified)	-5%	3%	10%	1%	-2%	-1%	-1%	5%	2%	1%
CCOc1ccc(CN(C(=O)c2cc(=O)c3cc(C)cc(C)c3o2)C2CCS(=O)(=O)C2)cc1 (stereo unspecified)	0%	4%&5%	-1%	-18%	23%	-1%	-4%	3%	-10%	0%
O=C(c1c(F)cccc1F)N1CCCC(c2nc(-c3ccc(F)cc3)no2)C1 (stereo unspecified)	7%	-12%	-8%	0%	-10%	-15%	-1%	-7%[1.91 µM]	x	0%
Cc1ccc(C)c(OCCn2c(=O)c3c(ncn3C3CCCC3)n(Cc3ccccc3)c2=O)c1	-7%	0%	x	-24%	15%	-5%	4%	u	-7%	-7%
Cc1cccc(N(Cc2cc3ccccc3[nH]c2=O)C(=O)c2cccs2)c1	-10%	-2%	-1%	-40%	6%	-24%	-1%	-10%	-4%	14%
COc1cc(C)c(C(N)=O)c(OC)n1	-1%	-1%	-4%	18%	2%	x	-1%	14%[0.365 µM]	-1%	-4%
CC(CC(=O)Nc1cc(S(=O)(=O)N2CCOCC2)ccc1OCC(F)(F)F)c1ccccc1 (stereo unspecified)	1%	x	x	-15%	1%	x	-4%	x	-5%	0%
O=[N+]([O-])c1ccc(N=Nc2ccc(O)cc2O)cc1	10%	6µM*	u	-86%	7%	0.63µM*	13%	u	u	1%
COc1cc(NC(=O)CN2C(=O)COc3ccc(S(=O)(=O)N4CCOCC4)cc32)cc(OC)c1	0%[9.26 µM]	0%	-5%	-14%	5%	2%	3%	9%	-6%	0%
Cc1cc2ccccc2c(=O)n1CC(=O)Nc1ccc2c(c1)OCO2	1%	4%	2%	-6%	-5%	-6%	-2%	24%	-8%	2%
CCOc1cc(N2CCOCC2)c(OCC)cc1NC(=O)CSc1ncn[nH]1	0%	0%	4%	6%	4%	2%	-5%	-8%	-2%	4%
NS(=O)(=O)c1ccc(CCNC(=O)Nc2ccc(Cl)cc2)cc1	-8%	-6%	-25%	-37%	-4%	-5%	-2%	-3%[10 µM]	-7%	22%
Cc1ccc2c(c1)C(c1ccccc1)N(C(=O)C(C)C)CC(=O)N2 (stereo unspecified)	7%	-2%	-1%	1%	-1%	u	-6%	36%	-6%	1%
CC(=O)NC(Cc1cccc(F)c1)C(=O)NC1CCN(C(=O)c2ccc(C)cc2)CC1 (stereo unspecified)	0%	1%	-2%	5%	0%	-4%	-6%	-1%	2%	-7%
Cc1ccc(C(=O)Nc2nc3ccccc3s2)s1	u	0.54µM*	30%	-4%	x	-14%	0.4µM*	21%	3%	0.63µM*
Cc1noc(C)c1CSCC(=O)Nc1cc(S(=O)(=O)N2CCCCC2)ccc1OC(C)C	-1%	-1%	x	-20%	6%	x	-2%	x	-3%	0%
Cc1ccccc1SCC(=O)NNC(=O)c1ccncc1	2%	5%	x	5%	u	x	-3%	x	-8%	2%
COCCNC(=O)C(c1ccco1)N(C(=O)Cn1nnc2ccccc21)c1cc(C)ccc1C (stereo unspecified)	3%	0%	11%	6%	-3%	-2%	0%	26%	-1%	-3%
Cc1c(/C=N/NC(=O)c2cccs2)c2ccccc2n1Cc1ccccc1Cl	-2%	8.5µM*	-3%	-7%	0%	-16%	21%	-11%	6%	17%
CCN(CC)CCOc1c(C)cccc1Cl	-2%	0%	4%	10%	3%	-1%	6%	0%	1%	-5%
CNC(=S)N(C)/N=C1/C(=O)N(Cc2c(Cl)cccc2Cl)c2ccccc21	0%	1%	x	-75%	-16%	x	-8%	x	10%	0%
CCOC(=O)/C(C#N)=C\c1ccco1	1%	2%	u	0%	0%	-2%	3%	6%	2%	7%
CC(=O)c1c(C(C)=O)c(C)n(-c2ccc(N)c(C)c2)c1C	-5%	7%	-1%	0%	-3%	-3%	-1%	-17%	0%	-4%
COc1cc(/C=C/C(=O)OC[C@H]2O[C@H](OC3(CO)OC(CO)C(O)C3O)[C@H](O)[C@@H](O)[C@@H]2O)ccc1O (stereo partly specified)	-3%	x	x	0%	7%	x	x	x	9%	x
CC(=O)Oc1ccc2c(c1)cc(C)n2C	2%	u	3%	4%	-4%	2%	0%	-39%	7%	1%
Cc1ccc(C(=O)NCC(=O)NCC(c2cccs2)N2CCOCC2)cc1C (stereo unspecified)	1%	1%	x	-25%	-2%	x	-1%	x	-3%	-1%
CCCCC/C=C/C1=CC(=O)C[C@H](c2ccc3c(c2)OCO3)C1	-2%	-1%	x	0%	2%	x	2%	x	7%	-4%
O=C(Nc1ccccc1)Nc1ccccc1NS(=O)(=O)c1cccs1	1%	u	-7%	7%	4%	-19%	-4%	1%	2%	-2%
O=C(CNCc1ccccc1)Nc1ccc(Cl)cc1	17%	u	4%	59%	u	u	25%	1%	20%	u
COc1ccccc1CNC(=O)COn1nnc2ccc(S(=O)(=O)N3CCOCC3)cc21	1%	-2%	x	1%	0%	x	-6%	x	-2%	1%
COc1cc2sc(-c3ccc(S(C)(=O)=O)cc3)c(C(=O)NCCCCO)c2cc1OC	-2%	x	x	-2%	9%	x	x	x	0%	x
CCc1ccc(NC(=O)C(=O)NCC(O)c2ccccc2)cc1 (stereo unspecified)	6%	-3%	1%	18%	5%	11%	7%	5%	3%	-1%
CCOC(=O)c1oc2ccccc2c1COC(=O)C(C)NC(=O)c1ccco1 (stereo unspecified)	1%	0%	x	0%	0%	x	7%	x	u	0%
CC(=O)C1=C(c2ccccc2)NC(=S)NC1c1cc(Cl)c(OC(C)C)c(Cl)c1 (stereo unspecified)	-4%	-1%	u	-81%	22%	5µM*	-1%	7.1µM*	-9%	-1%
O=C(CSC1CS(=O)(=O)c2cc([N+](=O)[O-])ccc21)NNC(=O)c1ccccc1 (stereo unspecified)	-2%	6%	u	-49%	2%	-6%	3%	-8%	6%	-7%
C[C@H](CO)N1C[C@H](C)[C@@H](CN(C)S(=O)(=O)c2ccc(F)cc2)Oc2ccc(NC(=O)Cc3ccccc3)cc2C1=O	0%	x	x	0%	-5%	x	x	x	0%	x
Cc1ccc(S(=O)(=O)C(CNC(=O)C(C)C)c2cccs2)cc1 (stereo unspecified)	-1%	-1%	2%	0%	1%	-5%	-3%	4%	2%	-1%
Cc1ccc(Nc2nc(Cl)c(C=O)s2)cc1	-3%	12µM*	u	-2%	22%	4%	10%	u	11%	3%
O=C(O)CCC(=O)CCC(=O)c1ccc(Cl)cc1	0%	u	-3%	1%	10%	-6%	-2%	-2%	-2%	1%
Cc1ccc(/C=C/C(=O)NCc2ccc3c(c2)OCO3)o1	2%	-16%	4%	-2%	-9%	-3%	9%	-1%	2%	2%

# Bioassay records: PubChem, National Center for Advancing Translational Sciences (NCATS)
